PABP1 MLLE inh = inhibitors of PABP1 MLLE–PAM2 peptide binding, primary screen, biochemical, fluorescence polarization, FITC-PAM2, GST-MLLE; Polyadenylate-binding protein 1 (Homo sapiens), P11940; inhibition, % at 20 µM; 0.36% of 360,000 active; AID 588489, 2011; in the data active means inhibition above about 35%, passing the limit was not always enough;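 further: plate controls were DMSO wells with GST-MLLE for no effect and wells lacking GST-MLLE protein for full effect; some results filed as inactive read as strong as hits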
Tb MetRS inh = T. brucei MetRS inhibitors, primary screen, biochemical, luminescence; 0.4% of 360,000 active; inhibition, % at 11.9 µM; purified T. brucei MetRS, ATP depletion, Kinase-Glo luminescence;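 active means inhibition above a per-plate cutoff of the control wells' mean inhibition plus 3 SD, cut at about 5.5% in these data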;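 further: 0% = DMSO wells median and 100% = median of wells with control inhibitor compound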
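Dosing: 11.9 µM compound single dose, 0.9% DMSO; Assay system: purified T. brucei MetRS enzyme; Measured by: Kinase-Glo luciferase luminescence reporting remaining unconsumed ATP; Schedule: 15 min plus 2 h at 25 °C.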
bovine MsrA act = bovine MsrA enzyme activators, primary screen, biochemical, absorbance, HTS; activation, % at 10.6 µM; AID 602163, 2012; Methionine sulfoxide reductase A (Bos taurus); purified bovine MsrA, absorbance read-out; 0.3% of 360,000 active; in the data active means activation above about 7.5%;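 further: 0% = vehicle and 100% = reference activator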
NRP1-CendR mod = modulators of CendR peptide binding to NRP-1, primary screen, biochemical, fluorescence polarization, uHTS | 0.85% of 360,000 active | inhibition, % at 25 µM | AID 602438, 2012 | FAM-RPARPAR peptide binding to NRP-1;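 active means inhibition or corrected inhibition above about 18%, plus a signal ratio from 0.5 to 1.5, limit read from the data, passing the limit was not always enough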; further: strong numbers were not always called active
Target sequence (O14786 whole entry, looked up): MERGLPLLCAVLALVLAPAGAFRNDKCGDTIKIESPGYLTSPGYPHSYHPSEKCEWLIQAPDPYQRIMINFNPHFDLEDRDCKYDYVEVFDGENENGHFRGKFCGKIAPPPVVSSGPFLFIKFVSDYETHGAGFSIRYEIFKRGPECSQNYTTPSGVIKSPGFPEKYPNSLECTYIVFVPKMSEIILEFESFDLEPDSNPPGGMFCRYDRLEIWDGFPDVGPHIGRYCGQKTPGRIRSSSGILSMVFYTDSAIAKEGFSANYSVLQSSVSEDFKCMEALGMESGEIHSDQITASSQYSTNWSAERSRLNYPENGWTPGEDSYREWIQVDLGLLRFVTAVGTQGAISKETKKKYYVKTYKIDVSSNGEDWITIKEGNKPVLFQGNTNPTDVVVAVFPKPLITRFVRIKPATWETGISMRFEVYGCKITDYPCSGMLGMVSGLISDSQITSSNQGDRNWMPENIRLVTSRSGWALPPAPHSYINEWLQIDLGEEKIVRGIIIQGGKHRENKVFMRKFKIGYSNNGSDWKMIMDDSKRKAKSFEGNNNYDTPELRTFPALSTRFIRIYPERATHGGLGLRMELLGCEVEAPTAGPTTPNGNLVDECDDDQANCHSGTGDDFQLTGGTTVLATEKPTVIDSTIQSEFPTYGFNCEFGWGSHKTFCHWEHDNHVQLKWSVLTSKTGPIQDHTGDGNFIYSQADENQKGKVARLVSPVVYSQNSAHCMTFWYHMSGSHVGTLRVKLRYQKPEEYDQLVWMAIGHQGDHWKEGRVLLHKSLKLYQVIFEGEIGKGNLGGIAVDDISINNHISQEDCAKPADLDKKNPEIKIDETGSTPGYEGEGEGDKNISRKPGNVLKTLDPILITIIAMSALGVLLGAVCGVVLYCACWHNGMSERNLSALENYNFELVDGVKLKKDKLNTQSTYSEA
FAS-TE inh = FAS thioesterase domain inhibitors, primary screen, biochemical, fluorescence intensity, uHTS; AID 602261, 2012; recombinant FAS-TE, OMFH fluorogenic substrate, fluorescence endpoint; 0.67% of 360,000 active; inhibition, % at 15 µM; Fatty acid synthase (Homo sapiens), P49327;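 active means compounds whose normalised, plate-corrected inhibition of enzyme fluorescence in the single-dose primary screen is 50% or more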;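 further: 0% = DMSO with enzyme and 100% = substrate without enzyme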
MT1-MMP act inh = blockers of MT1-MMP proenzyme processing, primary screen, HT1080 RFP-PRO-GFP cells, GFP/RFP fluorescence; Matrix metalloproteinase-14 (Homo sapiens), P50281; GFP/RFP ratio fluorescence, overnight; percent of plate control window, DMSO zero; GFP/RFP ratio change, % at 20 µM; 0.061% of 360,000 active; AID 651647, 2012;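 active means GFP/RFP ratio change of at least 30% with cell ATP level not reduced by more than half and red fluorescence within 50% of control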; further: strong numbers were not always called active
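Compound: 20 µM single dose, 1% DMSO / System: HT1080 RFP-PRO-GFP cells / Controls: DMSO and RFP-L50D-GFP cell wells / Read-out basis: GFP/RFP fluorescence ratio / Schedule: overnight compound exposure at 37 °C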
SKN-1 block = suppressors of acrylamide-induced Pgst-4::GFP reporter in worms, primary screen, SKN-1 inhibitor project, whole organism, uHTS, GFP/RFP fluorescence ratio, strain VP596; C. elegans VP596 Pgst-4::GFP/RFP ratio, 24 h; inhibition, % at 21.8 µM; 0.49% of 360,000 active;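 active means interference check ratio from 0.5 to 1.5 plus GFP to RFP signal ratio inhibition reaching or exceeding a fixed threshold, cut at about 30% in these data, passing the limit was not always enough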; further: some compounds called inactive have numbers as strong as hits
eLon inh = inhibitors of E. coli Lon protease, primary screen, biochemical, fluorescence polarization. P0A9M0. purified E. coli Lon protease. inhibition, % at 7.94 µM. 0.42% of 360,000 active. AID 602123, 2011; in the data active means inhibition above about 13%, passing the limit was not always enough;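 further: 0% = enzyme with probe and DMSO and 100% = no enzyme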
MsrA inh = bovine MsrA enzyme inhibitors, primary screen, biochemical, absorbance, HTS; AID 651718, 2012; inhibition, % at 15.5 µM; Methionine sulfoxide reductase A (Bos taurus); 0.75% of 360,000 active; purified bovine MsrA, absorbance read-out; in the data active means inhibition above about 4.5%;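 further: 0% = vehicle wells with enzyme and 100% = reference inhibitor wells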
Starred values were filed as active, the others as inactive. Rows are unselected. Share with any hit: about 4%.

How did Cc1ccc(S(=O)(=O)NCCC(=O)NCCc2ccccc2)cc1 do in these assays?
PABP1 MLLE inh: 2; Tb MetRS inh: -0.4; bovine MsrA act: -4; NRP1-CendR mod: 0; FAS-TE inh: -4; MT1-MMP act inh: 2; SKN-1 block: -9; eLon inh: 5; MsrA inh: -1.2

Results for CCC(C(=O)OCC(=O)N1C(C)CCCC1C)c1ccccc1 (stereo unspecified) ?
PABP1 MLLE inh: 4; Tb MetRS inh: -0.6; bovine MsrA act: -1; NRP1-CendR mod: 5; FAS-TE inh: -7; MT1-MMP act inh: -3; SKN-1 block: 13; eLon inh: 3; MsrA inh: 0.0

How did CCOc1ccc(CCNC(=O)Cn2c(=O)c3cccn3c3cccnc32)cc1 do in these assays?
PABP1 MLLE inh: -14; Tb MetRS inh: 0.1; bovine MsrA act: -3; NRP1-CendR mod: -19; FAS-TE inh: 2; MT1-MMP act inh: -5; SKN-1 block: -7; eLon inh: -13; MsrA inh: 0.1

What do the screens show for `Cn1c(=O)c2c(nc(CN3CCN(CCO)CC3)n2CCc2ccccc2)n(C)c1=O`?
PABP1 MLLE inh: 14; Tb MetRS inh: 0.0; bovine MsrA act: -2; NRP1-CendR mod: -7; FAS-TE inh: -3; MT1-MMP act inh: 2; SKN-1 block: -7; eLon inh: 0; MsrA inh: 0.6

Results for Cc1cc(N2CCCC2)c(C)cc1C=O ?
PABP1 MLLE inh: 3; Tb MetRS inh: -0.5; bovine MsrA act: -2; NRP1-CendR mod: -8; FAS-TE inh: -4; MT1-MMP act inh: 2; SKN-1 block: 15; eLon inh: -3; MsrA inh: 5.1*

How did CCN(CC)S(=O)(=O)c1ccc(O)c(C(=O)OCC(=O)NC23CC4CC(CC(C4)C2)C3)c1 do in these assays?
PABP1 MLLE inh: -9; Tb MetRS inh: -0.1; bovine MsrA act: -4; NRP1-CendR mod: -12; FAS-TE inh: 7; MT1-MMP act inh: -1; SKN-1 block: 4; eLon inh: -3; MsrA inh: -0.4

How did CCCCCCN1C[C@@H](n2cc(C3CC3)nn2)[C@H](O)C[C@@H]1c1ccc(OC)cc1 do in these assays?
PABP1 MLLE inh: -2; Tb MetRS inh: -0.1; bovine MsrA act: -1; NRP1-CendR mod: 3; FAS-TE inh: 11; MT1-MMP act inh: 2; SKN-1 block: 11; eLon inh: -4; MsrA inh: -0.2

Results for Nc1nn(-c2ccccc2)c(N)c1N=Nc1cccc(F)c1 ?
PABP1 MLLE inh: -12; Tb MetRS inh: 0.0; bovine MsrA act: 0; NRP1-CendR mod: -2; FAS-TE inh: 20; MT1-MMP act inh: 1; SKN-1 block: 13; eLon inh: 1; MsrA inh: 3.6

What do the screens show for `C=CCn1c(SCc2ccc(Cl)cc2)nc2c1c(=O)[nH]c(=O)n2C`?
PABP1 MLLE inh: 9; Tb MetRS inh: 0.3; bovine MsrA act: -2; NRP1-CendR mod: 26*; FAS-TE inh: 5; MT1-MMP act inh: 2; SKN-1 block: 5; eLon inh: -4; MsrA inh: 1.6

What do the screens show for `CCCCN(C(=O)CSCC(=O)Nc1ccc(C)cc1)c1c(N)n(CCCC)c(=O)[nH]c1=O`?
PABP1 MLLE inh: -12; Tb MetRS inh: 0.0; bovine MsrA act: -1; NRP1-CendR mod: -6; FAS-TE inh: -6; MT1-MMP act inh: -4; SKN-1 block: 17; eLon inh: -6; MsrA inh: 0.4

Results for O=C(C1Cc2ccccc2CN1S(=O)(=O)c1cccs1)N1CCCCC1 (stereo unspecified) ?
PABP1 MLLE inh: 5; Tb MetRS inh: 0.4; bovine MsrA act: -2; NRP1-CendR mod: 4; FAS-TE inh: -2; MT1-MMP act inh: 5; SKN-1 block: -8; eLon inh: 2; MsrA inh: -0.3

Results for C[C@]12C(=O)N(c3ccc(C(F)(F)F)cc3)C(=O)N1[C@@H]1c3ccccc3OC[C@@H]1[C@H]2c1ccccc1 ?
PABP1 MLLE inh: -3; Tb MetRS inh: -0.6; bovine MsrA act: -4; NRP1-CendR mod: -2; FAS-TE inh: 60*; MT1-MMP act inh: 1; SKN-1 block: 8; eLon inh: -6; MsrA inh: 0.0

What do the screens show for `Cc1cc(=O)cc(C)n1-c1ccc(Cl)c(Cl)c1`?
PABP1 MLLE inh: -4; Tb MetRS inh: 0.1; bovine MsrA act: -2; NRP1-CendR mod: 10; FAS-TE inh: -3; MT1-MMP act inh: 3; SKN-1 block: -4; eLon inh: 4; MsrA inh: 0.5

What do the screens show for `O=Cc1ccc(N2Cc3ccccc3C2)cc1`?
PABP1 MLLE inh: 3; Tb MetRS inh: -0.3; bovine MsrA act: -1; NRP1-CendR mod: -14; FAS-TE inh: 4; MT1-MMP act inh: 0; SKN-1 block: 1; eLon inh: -8; MsrA inh: 0.8

What do the screens show for `CCN(CC)c1nc(N)c([N+](=O)[O-])c(NCCO)n1`?
PABP1 MLLE inh: 4; Tb MetRS inh: -0.5; bovine MsrA act: -3; NRP1-CendR mod: -5; FAS-TE inh: -2; MT1-MMP act inh: 1; SKN-1 block: 8; eLon inh: -3; MsrA inh: 4.7*

Reprinted at random: 2 records from the list
How did CCOc1ccc(CCNC(=O)Cn2c(=O)c3cccn3c3cccnc32)cc1 do in these assays?
PABP1 MLLE inh: -14; Tb MetRS inh: 0.1; bovine MsrA act: -3; NRP1-CendR mod: -19; FAS-TE inh: 2; MT1-MMP act inh: -5; SKN-1 block: -7; eLon inh: -13; MsrA inh: 0.1

How did Cc1ccc(S(=O)(=O)NCCC(=O)NCCc2ccccc2)cc1 do in these assays?
PABP1 MLLE inh: 2; Tb MetRS inh: -0.4; bovine MsrA act: -4; NRP1-CendR mod: 0; FAS-TE inh: -4; MT1-MMP act inh: 2; SKN-1 block: -9; eLon inh: 5; MsrA inh: -1.2

Additional compounds follow.
How did Cc1ccc(S(=O)(=O)NNC(=S)NC(C)(C)C)cc1 do in these assays?
PABP1 MLLE inh: -11; Tb MetRS inh: -0.3; bovine MsrA act: -1; NRP1-CendR mod: -6; FAS-TE inh: -4; MT1-MMP act inh: 1; SKN-1 block: -4; eLon inh: 3; MsrA inh: 1.4

What do the screens show for `Cn1ccnc1Sc1cc(Cl)ccc1[N+](=O)[O-]`?
PABP1 MLLE inh: 9; Tb MetRS inh: -0.1; bovine MsrA act: -4; NRP1-CendR mod: 6; FAS-TE inh: -6; MT1-MMP act inh: -3; SKN-1 block: 1; eLon inh: -2; MsrA inh: 0.8

How did COCCn1c(CN2CCc3ccccc3C2)nc2c1c(=O)n(C)c(=O)n2C do in these assays?
PABP1 MLLE inh: 15; Tb MetRS inh: 0.1; bovine MsrA act: -1; NRP1-CendR mod: 1; FAS-TE inh: -7; MT1-MMP act inh: 1; SKN-1 block: 0; eLon inh: 2; MsrA inh: -0.6

How did O=C(Nc1cccc(C(=O)O)c1)/C(=C/c1cccc([N+](=O)[O-])c1)NC(=O)c1cccc(Br)c1 do in these assays?
PABP1 MLLE inh: -3; Tb MetRS inh: 4.6; bovine MsrA act: -9; NRP1-CendR mod: -5; FAS-TE inh: 62*; MT1-MMP act inh: 3; SKN-1 block: 2; eLon inh: 4; MsrA inh: -0.1

What do the screens show for `C[C@@H]1COC(=O)[C@H](CC(=O)OC(C)(C)C)C/C=C\C[C@@H](CC(=O)N(CCO)Cc2ccccc2)C(=O)N1`?
PABP1 MLLE inh: 3; Tb MetRS inh: -0.6; bovine MsrA act: -12; NRP1-CendR mod: -4; FAS-TE inh: -8; MT1-MMP act inh: -6; SKN-1 block: -5; eLon inh: 20; MsrA inh: -0.7

Results for COc1ccc2[nH]cc(C(=O)CN3CCC(C)CC3)c2c1 ?
PABP1 MLLE inh: -26; Tb MetRS inh: -1.5; bovine MsrA act: -15; NRP1-CendR mod: -2; FAS-TE inh: -6; SKN-1 block: -3; eLon inh: -8; MsrA inh: 0.5

How did COc1cc(/C=N/NC(=O)c2ccncc2)ccc1OCc1cnc(Cl)s1 do in these assays?
PABP1 MLLE inh: 10; Tb MetRS inh: -1.4; bovine MsrA act: -17; NRP1-CendR mod: 4; FAS-TE inh: -5; MT1-MMP act inh: -1; SKN-1 block: -9; eLon inh: 8; MsrA inh: 2.5

What do the screens show for `CCCCCCCC(=O)NC1=NC(=O)C(C)(C)S1`?
PABP1 MLLE inh: 3; Tb MetRS inh: -0.3; bovine MsrA act: -1; NRP1-CendR mod: 0; FAS-TE inh: -6; MT1-MMP act inh: -1; SKN-1 block: -2; eLon inh: -2; MsrA inh: -0.3

Results for CC1CCN(C(=O)C(C)NCc2ccc(F)cc2)CC1 (stereo unspecified) ?
PABP1 MLLE inh: 11; Tb MetRS inh: -0.7; bovine MsrA act: 2; NRP1-CendR mod: -14; FAS-TE inh: -4; MT1-MMP act inh: -5; SKN-1 block: 3; eLon inh: 36*; MsrA inh: -1.2

How did Cn1c(=O)c2c(ncn2CC(=O)OCC(=O)NCc2ccc(Cl)cc2)n(C)c1=O do in these assays?
PABP1 MLLE inh: -5; Tb MetRS inh: -0.9; bovine MsrA act: -8; NRP1-CendR mod: 4; FAS-TE inh: -11; MT1-MMP act inh: -2; SKN-1 block: 6; eLon inh: -1; MsrA inh: -0.8

How did COc1ccc(CNC(=O)C/C(C)=N/NC(=O)c2ccc([N+](=O)[O-])cc2Cl)cc1 do in these assays?
PABP1 MLLE inh: 12; Tb MetRS inh: -1.0; bovine MsrA act: -5; NRP1-CendR mod: -3; FAS-TE inh: 11; MT1-MMP act inh: -2; SKN-1 block: 2; eLon inh: -5; MsrA inh: -1.0

What do the screens show for `CCN(Cc1ccccc1)S(=O)(=O)c1ccc(C(=O)Nc2nnc(C)o2)cc1`?
PABP1 MLLE inh: 0; Tb MetRS inh: -0.4; bovine MsrA act: 2; NRP1-CendR mod: -10; FAS-TE inh: 2; MT1-MMP act inh: -3; SKN-1 block: 13; eLon inh: 1; MsrA inh: 1.3

How did O=c1cc(N2CCN(c3ccccc3)CC2)[nH]c(=O)n1Cc1ccc(F)cc1 do in these assays?
PABP1 MLLE inh: 5; Tb MetRS inh: -0.2; bovine MsrA act: 0; NRP1-CendR mod: 11; FAS-TE inh: -4; MT1-MMP act inh: -12; SKN-1 block: -5; eLon inh: 0; MsrA inh: 0.0

What do the screens show for `O=C(CSc1ccccn1)NC1CCCc2c1cnn2-c1ccccc1F` (stereo unspecified)?
PABP1 MLLE inh: 7; Tb MetRS inh: -0.1; bovine MsrA act: -1; NRP1-CendR mod: -5; FAS-TE inh: -4; MT1-MMP act inh: 6; SKN-1 block: 3; eLon inh: -4; MsrA inh: 0.2

What do the screens show for `C[C@H](NC(=O)c1nc[nH]c1C(=O)NCC(=O)OC(C)(C)C)c1ccccc1`?
PABP1 MLLE inh: 0; Tb MetRS inh: -0.2; bovine MsrA act: 7; NRP1-CendR mod: 2; FAS-TE inh: -3; MT1-MMP act inh: 7; SKN-1 block: 2; eLon inh: 2; MsrA inh: 0.9

Assay outcomes (PubChem)
